# PostGolgi ctrl = yeast control strain growth, post-Golgi counter-screen. AID 738. 98,000 compounds, 5% hits. inhibition, % at 10 µM. efflux-deficient yeast background strain, growth absorbance A615, 16 h
# CYP2C9 act = activators of human CYP2C9; AID 1024; P11712; recombinant CYP2C9, luciferin-H conversion, luminescence; active compounds read high; factor 1 = untreated enzyme, 0 = blocked; activation factor at 5 µM; 96,000 compounds, 1.4% hits;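 active means activation factor of 2 or more for CYP2C9 at a 5 µM dose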;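 further: 0 = sulfaphenazole-blocked wells and 1 = vehicle-only wells; values of inactives mirror those of a sister screen read the other way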
# PTK2B oligo ant = blocks oligomerization of human Pyk2 in cells. Q14289. Q293 cells, Pyk2 FERM NanoBiT luminescence; active compounds read low. z-score (the deposit names both 25 µM and 10 µM). 99,000 compounds, 0.83% hits. AID 1347419;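 active means Z-score of -3 or lower, scaled per plate to the spread of control and sample wells; inactive means z-score above -3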;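 further: negative z-score means lost luminescence so less FERM oligomerization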
# CYP2C9 inhib = inhibitors of human CYP2C9; P11712; CYP2C9 Supersomes, luciferin-H conversion, luminescence; inhibition, % at 5 µM; 96,000 compounds, 20% hits; AID 777;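 active means blocking of liver enzyme CYP2C9 beyond about 50% at 5 µM, limit read from the data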; further: values of inactives mirror those of a sister screen read the other way
# LYP act = LYP (human) phosphatase activation | Q9Y2R2 | recombinant LYP, DiFMUP fluorescence; 0 = plate median, 100 = signal doubled | activation, % at 2 µM | 96,000 compounds, 0.11% hits | AID 697;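 active means activation at 2 µM above a set limit, the mean plus 5 SD, cut at about 37% in these data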
# Target sequence (Q9Y2R2 whole entry, looked up): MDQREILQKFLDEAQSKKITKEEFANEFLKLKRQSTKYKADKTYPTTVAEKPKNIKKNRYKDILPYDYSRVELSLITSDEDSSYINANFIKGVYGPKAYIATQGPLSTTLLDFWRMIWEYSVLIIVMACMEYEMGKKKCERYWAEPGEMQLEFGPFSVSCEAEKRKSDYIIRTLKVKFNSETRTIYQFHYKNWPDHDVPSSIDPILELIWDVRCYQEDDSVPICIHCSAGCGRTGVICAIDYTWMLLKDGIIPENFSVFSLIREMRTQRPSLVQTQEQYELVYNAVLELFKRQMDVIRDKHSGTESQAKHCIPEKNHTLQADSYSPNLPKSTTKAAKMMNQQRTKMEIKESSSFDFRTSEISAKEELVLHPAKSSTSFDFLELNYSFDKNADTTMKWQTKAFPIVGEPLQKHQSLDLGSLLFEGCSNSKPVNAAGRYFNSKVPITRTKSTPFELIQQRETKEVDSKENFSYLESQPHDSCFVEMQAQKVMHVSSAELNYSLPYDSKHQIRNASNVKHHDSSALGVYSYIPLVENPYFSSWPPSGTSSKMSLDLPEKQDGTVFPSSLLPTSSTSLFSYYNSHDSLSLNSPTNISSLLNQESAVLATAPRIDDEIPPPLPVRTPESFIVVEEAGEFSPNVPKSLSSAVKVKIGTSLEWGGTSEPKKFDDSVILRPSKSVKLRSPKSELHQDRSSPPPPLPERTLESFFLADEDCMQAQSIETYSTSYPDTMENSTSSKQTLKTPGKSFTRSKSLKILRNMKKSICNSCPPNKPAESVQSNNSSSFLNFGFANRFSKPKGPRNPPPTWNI
# Ecoli WT expand = growth inhibitors of E. coli BW25113 wild type; 98,000 compounds, 0.15% hits; growth inhibition, % at 100 µM; OD600 absorbance;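 active means growth inhibition above about 50% at one test dose, limit read from the data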;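 further: growth measured after 20 h incubation at 37 °C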
# hDAT+cocaine = changed human dopamine transporter uptake under cocaine IC80; LLC-PK1 hDAT cells, [14C]-dopamine uptake with cocaine IC80; actives deviate in either direction; B-score at 10 µM; 110,000 compounds, 1.3% hits; Q01959;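 active means Z score or B-score, a plate-position-corrected score, falls beyond the plate's 99.7% confidence bounds, in either direction; inactive means both scores lie inside the 99.7% bounds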;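 further: scored against the spread of the other compound wells on the same plate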
# PTPN22 inh 2 = LYP (human) phosphatase inhibition. Q9Y2R2. recombinant LYP catalytic domain, DiFMUP fluorescence. inhibition, % at 2 µM. 96,000 compounds, 0.21% hits. AID 640;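 active means inhibition at 2 µM at or above a set limit, the screen mean plus 3 SD, cut at about 24% in these data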;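 further: 0% = DMSO with enzyme and 100% = enzyme fully blocked by orthovanadate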
# PostGolgi yeast = growth inhibition of a yeast mutant, post-Golgi transport screen; AID 739; post-Golgi transport phenotypic cell assay; inhibition, % at 10 µM; 98,000 compounds, 0.9% hits;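 further: yeast cells grown in 1536-well plates; yeast grown about 18 h at 30C before absorbance read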
# * hit, by the source's call; nt = no result given. Unless noted, no stated cut-off is given here; in the data, active means inhibition above about 30%; inactive means the rest.
SMILES,PostGolgi ctrl,CYP2C9 act,PTK2B oligo ant,CYP2C9 inhib,LYP act,Ecoli WT expand,hDAT+cocaine,PTPN22 inh 2,PostGolgi yeast
N#Cc1cccc(NC(=O)CSc2ccc3c4c(cccc24)C(=O)c2ccccc2-3)c1,-0.1,0.3,-1.08,73.5*,-8.7,2.0,-0.342,11.2,1.9
S=C(NC1CCCCC1)c1ccc2c(c1)OCO2,19.4,1,-0.5,-2.1,6.7,2.0,-1.34,-2.4,-2.1
O=C(C1COc2ccccc2O1)N1CCOCC1 (centres undefined),23.0,0.9,-0.37,6.0,1.4,-1.0,-0.814,-4.4,20.9
O=P(O)(O)c1ccccc1OCCCCCOc1ccccc1P(=O)(O)O,11.8,0.9,1.26,5.6,0.7,-1.0,-0.461,-2.2,-12.9
Cc1ccccc1OCC(=O)Nc1ccc(N2CCN(S(C)(=O)=O)CC2)cc1,10.3,1,0.96,-4.4,0.5,-4.0,-8.1*,-1.6,3.1
O=c1nc(-c2ccccc2)c2ccccc2[nH]1,59.4*,0.9,0.13,5.6,-1.3,13.0,0.476,0.7,0.2
CC(C)C[C@H](NC(=O)OC(C)(C)C)c1nnc(SCC(=O)Nc2ccc(Br)cc2)o1,5.7,0.8,1.01,23.5,-1.6,-2.0,-1.1,5.2,-6.9
CN1CCN(c2ncnc3c2cnn3-c2ccc(Cl)cc2)CC1,23.8,1.1,nt,-10.0,-7.6,9.0,-0.0322,7.6,1.1
CCc1ccc(/C=C2\CN(CC)Cc3c2nc2ccccc2c3C(=O)O)cc1,4.7,1,-0.96,-3.7,-3.7,10.0,-0.933,8.2,2.7
COc1ccccc1N1CCN(C(=O)C(C)N(c2ccc(C)c(C)c2)S(C)(=O)=O)CC1 (centres undefined),29.0,1,2.93,-2.4,-4.5,2.0,0.0822,1.8,-6.1
O=c1nc2n(c3ccc(Br)cc13)CCS2,nt,nt,-0.16,nt,-0.7,nt,-0.541,1.2,nt
COC(=O)c1c(N)sc(C(C)=O)c1C,-0.6,1,nt,4.6,11.9,12.0,1.17,-16.1,-11.9
COc1ccc(NC(=O)C2CCCO2)cc1Cl (centres undefined),25.4,1,0.57,-2.9,-25.4,0.0,0.13,24.5*,-7.3
COc1cccc(CNC(=O)C2CCCN(S(=O)(=O)c3cnc[nH]3)C2)c1 (centres undefined),4.7,0.2,nt,77.1*,24.6,-6.0,0.203,-26.5,-12.1
O=C(/C=C/c1ccc([N+](=O)[O-])cc1)NCc1cccnc1,29.9,0.7,-0.56,25.6,-5.7,1.0,nt,8.4,9.8
CCCc1cc(=O)[nH]c(SCCOC(=O)c2ccccc2)n1,17.6,0.3,0.7,71.2*,-2.1,11.0,1.64,2.7,-6.7
FCCCOc1ccc(-c2nccc(-c3ccc(Cl)cc3)n2)cc1,2.1,0.6,-1.23,43.6,-14.1,2.0,-0.365,17.0,-17.7
C=CCn1c(SC(C)C(=O)NCc2ccc3c(c2)OCO3)nc2scc(-c3ccccc3)c2c1=O (centres undefined),23.3,0.2,-1.2,79.9*,-6.1,-19.0,-1.47,2.8,-33.4
COc1ccc(N2C(=O)CCC(C(=O)N3CCOCC3)C2c2ccc(F)cc2)cc1 (centres undefined),-3.7,0.9,0.28,8.2,1.0,2.0,nt,-3.2,-8.8
CCOC(=O)C1=NN(c2cccc(Cl)c2)C2=NC(C)=C(C(=O)OC)C(c3cccs3)N12 (centres undefined),nt,nt,-0.63,nt,2.5,nt,0.585,-8.4,nt
NC(=O)CSc1nnc(-c2ccc(S(=O)(=O)N3CCCCC3)cc2)n1-c1ccccc1,-3.9,0.8,0.25,20.8,23.7,-5.0,0.198,-21.1,-8.8
Cc1ccc(C(=O)N2CCN(c3cc(=O)[nH]nc3-c3ccccc3)CC2)cc1,1.1,1.1,-0.5,-8.3,-2.5,7.0,1.28,4.0,-9.3
C=CCOc1ccc(CNn2cn[nH]c2=S)cc1OCC,6.2,0.7,-0.08,33.5,-8.0,2.0,-1.03,12.3,-1.9
Cc1cc([N+](=O)[O-])c(-c2ccc(/C=N/n3cnnc3)o2)cc1Cl,19.7,0.2,-0.59,77.0*,1.5,-2.0,0.987,0.6,99.8*
CCc1sc(C(=O)Nc2cc(Cl)ccc2N2CCCCC2)cc1C,41.4*,1,0.97,1.6,3.8,-22.0,-0.14,-6.5,64.4*
Cc1cc(C)n(CCc2nc3c4ccccc4n(CC#N)c(=O)n3n2)n1,-2.4,1.4,0.18,-36.4,-3.6,7.0,-0.471,2.9,-0.2
COc1ccc(CC(=O)Nc2cccc(-c3nnc(-c4ccccc4)o3)c2)cc1OC,22.1,0.2,-3.63*,77.8*,1.0,-1.0,2.73*,-5.3,4.3
CC(=O)Nc1cccc(NC(=O)CSc2nc(C)c(C)c(C)c2C#N)c1,4.4,0.8,-0.46,18.9,2.3,2.0,-0.137,-10.2,-1.7
O=C(NC1CCCCC1)N1CCCC(c2nc(-c3ccc(S(=O)(=O)N4CCCC4)cc3)no2)C1 (centres undefined),1.2,1,-1.89,3.2,1.9,-3.0,-0.268,-4.5,-4.7
CCCCNC(=O)Nc1cnn(CC)c1C(N)=O,3.9,1,0.67,-3.5,9.4,-2.0,0.197,-10.9,-0.8
O=S(=O)(c1ccccc1)N1CCN(c2ncccn2)CC1,14.2,0.4,0.38,61.9*,3.6,5.0,0.215,-6.5,-6.9
CC(C)OCCCNC(=O)CN1CCN(Cc2ccccc2Cl)C1=O,2.8,0.5,-0.09,51.9*,3.1,0.0,-1.16,-1.4,-2.8
CCOC(=O)C(C)n1cnc2c(cnn2-c2ccc(Cl)cc2)c1=O (centres undefined),8.2,0.5,0.5,48.5,-0.1,-5.0,-0.757,-2.2,-0.7
COc1ccc(C(=O)NNC(=S)NC(=O)c2cc(-c3ccccc3)nc3ccccc23)cc1,2.9,0.6,-1,41.6,0.5,-5.0,nt,2.6,-5.0
CCOc1ccc2[nH]c(S(=O)(=O)CC)nc2c1Cl,2.6,0.6,0.28,36.2,8.5,1.0,-0.875,-9.2,18.1
CCOCCc1nnc(NC(=O)c2cc(OC)c(OC)c(OC)c2)s1,2.1,1,-1.66,-4.1,-8.2,-2.0,2.17,6.3,3.6
O=c1[nH]c(SCc2ccccc2)nnc1-c1ccccc1,nt,nt,0.1,nt,10.9,nt,0.15,-14.2,nt
CC(C)COc1ccc(C(=O)OCCN2CCOCC2)c(O)c1,14.6,0.8,1.55,20.9,-3.8,7.0,0.224,4.4,3.8
CN(C)CC#CCCCCCCC#CCN(C)C,5.9,1.1,nt,-14.1,-0.3,3.0,0.0242,0.2,-0.5
Cc1cc2cc(CNC(=O)c3ccc(S(=O)(=O)N4CCCCC4)cc3)ccc2n1C,9.2,0.7,nt,25.5,-0.9,-6.0,0.0477,0.1,-3.7
CN(c1ccc(C(=O)N2CCOCC2)cc1[N+](=O)[O-])C1CCCCC1,1.8,1,-0.37,-2.2,1.8,7.0,0.0361,1.7,1.8
Cc1c(C(=O)NCC2COc3ccccc3O2)oc2ccc(S(=O)(=O)N3CC(C)CC(C)C3)cc12 (centres undefined),8.6,0.6,-0.5,42.7,-4.4,-7.0,1.4,1.7,-8.7
CN(C)C(=O)COc1ccc2ccc(=O)oc2c1,-7.5,1.2,-0.45,-16.2,-3.2,-1.0,-0.105,3.6,3.7
CCOC(=O)Cn1c(=NC(=O)CSC(C)=O)sc2ccccc21,4.7,0.2,nt,81.0*,nt,-1.0,-0.958,nt,1.4
CCc1nnc(NC(=O)CSc2nnc(-c3ccccc3O)n2CC)s1,4.1,0.2,-0.58,76.8*,3.7,8.0,0.346,-4.1,-4.0
O=C(Cc1cccs1)N1CCN(C(=O)C2CCCO2)CC1 (centres undefined),28.9,1.1,1.05,-9.5,-11.6,-1.0,-0.741,10.9,0.8
CCC/C(=C1/C(=O)CC(C)(C)C(C(=O)OC)C1=O)N1CCCC1 (centres undefined),-0.5,1,-0.71,-3.9,nt,0.0,0.0104,nt,-0.8
COc1ccccc1NC(=S)N1CCC(NC(=O)NC23CC4CC(CC(C4)C2)C3)CC1,7.9,0.9,0.31,5.0,-8.7,-6.0,-1.75,11.0,-1.4
O=C1NC2(CCCCC2)Cc2ccccc21,-5.3,1,0.63,2.2,10.4,3.0,-0.978,-12.5,-2.4
Cc1cccc(/C=C2/SC(=O)N(Cc3ccccc3)C2=O)n1,7.2,1,-1.69,-1.3,-2.8,-4.0,-0.533,4.3,2.7
COc1cc(OC)cc(C(=O)N2CCC(N3CCN(c4ccccc4)CC3)CC2)c1,13.3,1.3,0.25,-25.3,nt,-7.0,-1.33,nt,0.0
CN1C(=O)C(CC(=O)Nc2ccc3c(c2)Cc2ccccc2-3)N(C)C1=O (centres undefined),20.0,0.6,0.56,41.5,-5.0,2.0,0.0206,4.4,4.7
COC(=O)c1ccccc1NC(=O)CSc1nccn1C,6.4,0.9,-0.63,7.1,-0.3,-1.0,-0.705,-2.3,-5.5
O=C(CCN1CCN(c2ccccc2)CC1)Nc1nccs1,2.4,0.7,-0.08,31.0,-3.0,9.0,-0.319,5.4,-0.5
Cc1ccc2nc(-c3cccc(NC(=O)c4ccco4)c3)[nH]c2c1,27.9,0.1,-0.93,90.8*,1.1,5.0,1.55,-4.9,-5.9
COc1ccc(NC(=O)CSc2nnc(-c3ccccc3Cl)n2Cc2ccco2)c(OC)c1,16.3,0.5,-0.96,50.7*,-0.1,-5.0,0.105,-1.4,0.5
COC(=O)c1ccc(C)c(NC(=O)c2c(-c3ccccc3)noc2C)c1,7.9,0.6,-0.32,39.3,-11.1,-8.0,-0.461,9.4,-1.4
Cc1ccc(Cn2nnc3c(=O)n(CC(=O)OCc4ccccc4)cnc32)cc1,nt,nt,0.73,nt,-5.6,nt,0.312,0.2,nt
CC(C)CCNC(=O)NC(=O)COc1c(F)c(F)cc(F)c1F,5.4,0.9,-0.63,10.5,-18.8,2.0,-0.154,21.8,-1.3
O=C(O)c1nc(N2CCOCC2)nc(N2CCOCC2)n1,nt,nt,0.08,nt,-6.2,nt,-0.758,6.6,nt

# (cont.)
SMILES,PostGolgi ctrl,CYP2C9 act,PTK2B oligo ant,CYP2C9 inhib,LYP act,Ecoli WT expand,hDAT+cocaine,PTPN22 inh 2,PostGolgi yeast
CN(CCCNC(=O)c1ccc(N2CCCC2=O)cc1)c1ccccc1,nt,nt,-0.86,nt,-3.8,nt,0.778,8.0,nt
CCCCOCC1CN(c2ccccc2)C(=O)CS1 (centres undefined),9.1,1.1,0.52,-6.8,-5.3,-1.0,-1.31,0.4,-0.2
COC(=O)C1=NN(C(=O)c2ccccc2)C(C)(O)C1 (centres undefined),8.7,1.1,0.41,-9.4,3.1,0.0,-1.31,-0.6,-4.5
COC(=O)c1cc(OC)c(OC)cc1NC(=O)CN1C(=O)c2ccccc2C1=O,29.2,0.7,0.25,27.1,-4.5,-14.0,0.153,3.4,1.0
COc1ccccc1/C=C/C(=O)c1ccc(Cl)cc1,13.1,1,-1.6,0.8,6.4,4.0,0.538,-4.2,5.9

# Of the compounds above, three have a nitro group on carbon:
SMILES,PostGolgi ctrl,CYP2C9 act,PTK2B oligo ant,CYP2C9 inhib,LYP act,Ecoli WT expand,hDAT+cocaine,PTPN22 inh 2,PostGolgi yeast
O=C(/C=C/c1ccc([N+](=O)[O-])cc1)NCc1cccnc1,29.9,0.7,-0.56,25.6,-5.7,1.0,nt,8.4,9.8
Cc1cc([N+](=O)[O-])c(-c2ccc(/C=N/n3cnnc3)o2)cc1Cl,19.7,0.2,-0.59,77.0*,1.5,-2.0,0.987,0.6,99.8*
CN(c1ccc(C(=O)N2CCOCC2)cc1[N+](=O)[O-])C1CCCCC1,1.8,1,-0.37,-2.2,1.8,7.0,0.0361,1.7,1.8

# Some of these compounds in order of their number in CYP2C9 inhib, falling.
mol,CYP2C9 inhib
COC(=O)c1cc(OC)c(OC)cc1NC(=O)CN1C(=O)c2ccccc2C1=O,27.1
CCCCOCC1CN(c2ccccc2)C(=O)CS1 (centres undefined),-6.8
COC(=O)C1=NN(C(=O)c2ccccc2)C(C)(O)C1 (centres undefined),-9.4
